Source: PubChem BioAssay
hgDAF-12 ag = activates the H. glycines DAF-12 receptor ligand-binding domain | HEK293 GAL4-hgDAF12 UAS-luciferase reporter, agonist luminescence; normalized to butyrate control | activation, % at 6.8 µM | hit rate 1.8% among 370,000 | AID 687014;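 active = activation above a cutoff set at the mean of all screened compounds plus 3 SD, cut at about 10% in these data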;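 also: 0% = DMSO wells and 100% = sodium butyrate wells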
ADAM10 inh = ADAM10 inhibition, QFRET primary screen; O14672; recombinant ADAM10, EDANS/DABCYL FRET peptide cleavage, 3 h; inhibition, % at 7 µM; hit rate 0.62% among 370,000;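 active = inhibition above a per-campaign cutoff equal to the mean of compounds falling between control-based bounds plus 3 SD, cut at about 20% in these data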;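 also: 0% = DMSO wells while the 100% control is not disclosed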
Target sequence (O14672 214-748 limits assumed): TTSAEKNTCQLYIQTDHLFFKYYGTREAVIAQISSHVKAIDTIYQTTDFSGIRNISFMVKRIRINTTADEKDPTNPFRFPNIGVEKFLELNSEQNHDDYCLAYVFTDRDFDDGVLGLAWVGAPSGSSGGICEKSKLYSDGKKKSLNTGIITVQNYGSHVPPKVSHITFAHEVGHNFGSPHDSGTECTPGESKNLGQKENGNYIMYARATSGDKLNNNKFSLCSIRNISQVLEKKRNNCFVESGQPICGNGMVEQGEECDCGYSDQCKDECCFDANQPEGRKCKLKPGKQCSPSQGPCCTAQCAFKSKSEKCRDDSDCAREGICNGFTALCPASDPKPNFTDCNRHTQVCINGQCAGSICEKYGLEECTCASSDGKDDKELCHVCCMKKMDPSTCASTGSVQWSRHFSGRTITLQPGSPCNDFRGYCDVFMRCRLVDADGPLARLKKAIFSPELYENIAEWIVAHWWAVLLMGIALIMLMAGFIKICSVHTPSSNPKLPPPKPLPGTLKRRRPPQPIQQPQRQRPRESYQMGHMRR
DAX1 inh-1 = blocks DAX1 repression of SF-1 activated StAR promoter. HEK293T StAR-luciferase reporter, SF-1/DAX-1 repression relief. hit rate 1.1% among 370,000. inhibition, % at 6.8 µM. AID 652010;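 active = inhibition above the mean over all tested compounds plus 3 SD, cut at about 3.6% in these data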;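 also: 0% = DAX-1 cells with DMSO and 100% = cells lacking DAX-1 with DMSO; higher inhibition means more luminescence from relief of DAX-1 repression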
FXN GAA850 act = activators of GAA850 frataxin (FXN) promoter; activation, % at 6 µM; HEK293 lucGAA850 FXN promoter luciferase reporter, 24 h; percent of 10 µM SAHA response; hit rate 0.56% among 360,000;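 active = activation above the average of all compounds screened plus 3 SD, cutoff fixed separately per campaign, cut at about 7.5% in these data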;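 also: 0% = DMSO wells and 100% = 10 µM SAHA wells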
hcDAF-12 act = activates DAF-12 receptor from parasite H. contortus; HEK293 hcDAF-12 lit1-tk-luc reporter, luminescence; 0% DMSO, 100% Δ7-dafachronic acid; activation, % at 6.8 µM; hit rate 1.4% among 370,000; AID 652067;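 active = activation above the mean of all tested compounds plus 3 SD, cut at about 5.5% in these data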;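 also: 100% = response to 3 µM Δ7-dafachronic acid high control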
NPR1 activator = GC-A (human) enzyme activation | HEK293 GC-A cells, cGMP TR-FRET, EC30 ANP; 0% at EC30 ANP, 100% saturating ANP | P16066 | AID 1671463 | activation, % at 10 µM | hit rate 0.14% among 370,000; in the data active = activation above about 40%
NPR2 activator = GC-B (human) receptor activation. P20594. HEK293-GC-B cells, CNP EC30, cGMP TR-FRET; 0% at EC30 CNP, 100% saturating CNP. activation, % at 10 µM. hit rate 0.11% among 370,000. AID 1920062;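 active = activation at 10 µM reaching about 35% in either raw or pattern-adjusted values, limit read from the data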
SMARCA2 activ = SMARCA2 function activation, primary screen. MG213 cells, MMTV-luciferase reporter, dexamethasone, overnight. activation, % at 9.1 µM. hit rate 1% among 370,000. AID 652017; in the data active = activation above about 7.8%;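 also: 0% = vehicle wells and 100% = reference activator wells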
ssDAF-12 act = activators of S. stercoralis DAF-12 nuclear receptor; AID 652126; activation, % at 6.8 µM; hit rate 1% among 370,000; HEK293 ssDAF-12/GRIP1 lit1-tk-luc reporter, luminescence; % of 3 µM dafachronic acid response;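 active = activation above the mean over all tested compounds plus 3 SD, cut at about 0.9% in these data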;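 also: 0% = DMSO-only wells and 100% = 3 µM delta7-dafachronic acid wells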
HGIII-sPLA2 inh = Blocks human group III sPLA2 activity; inhibition, % at 12.2 µM; hit rate 0.56% among 370,000; QFRET BODIPY PC-A2 liposome hydrolysis, fluorescence;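 active = inhibition above mean plus 3 SD of compounds lying within the high and low control bounds, cut at about 19% in these data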;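 also: 0% = median of test compound wells and 100% = no enzyme DMSO wells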
Target sequence (Q9NZ20 whole entry, looked up): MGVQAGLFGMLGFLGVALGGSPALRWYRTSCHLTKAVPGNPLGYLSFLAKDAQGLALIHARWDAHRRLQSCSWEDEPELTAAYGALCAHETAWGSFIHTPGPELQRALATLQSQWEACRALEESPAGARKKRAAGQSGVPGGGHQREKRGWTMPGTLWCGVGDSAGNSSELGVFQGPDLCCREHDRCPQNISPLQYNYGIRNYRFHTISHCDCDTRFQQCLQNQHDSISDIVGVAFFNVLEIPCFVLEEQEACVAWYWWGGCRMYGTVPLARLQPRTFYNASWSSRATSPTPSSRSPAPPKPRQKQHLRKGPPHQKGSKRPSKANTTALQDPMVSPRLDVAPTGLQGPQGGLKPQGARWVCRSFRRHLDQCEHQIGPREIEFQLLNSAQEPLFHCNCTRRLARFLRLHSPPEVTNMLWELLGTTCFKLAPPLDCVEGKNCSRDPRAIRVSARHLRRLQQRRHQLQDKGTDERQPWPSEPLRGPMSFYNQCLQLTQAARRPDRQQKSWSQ
DAX1 inh-2 = NR0B1 (DAX1) inhibition; P51843; HEK293 Gal4-DAX1 luciferase reporter, luminescence; inhibition, % at 6.75 µM; hit rate 0.99% among 340,000; AID 504766;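 active = inhibition above the mean over all tested compounds plus 3 SD, cut at about 4.2% in these data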;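 also: 0% = DAX1-transfected cells with DMSO and 100% = empty-vector control cells with DMSO; inhibition shows as a rise in luminescence from relieved DAX1 repression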
Numbers without * were called inactive; / = not tested or not shown.

no.	canonical_smiles	hgDAF-12 ag	ADAM10 inh	DAX1 inh-1	FXN GAA850 act	hcDAF-12 act	NPR1 activator	NPR2 activator	SMARCA2 activ	ssDAF-12 act	HGIII-sPLA2 inh	DAX1 inh-2
1	CCN(CC)CCN=C1CCCc2ccccc2N1	-1.2	3	-1.1	-0.8	-0.9	0	-5	0	-0.7	4	1.1
2	O=C1OC2CC3CC1CC(O)(C3)C2 (centres undefined)	0.1	1	-0.2	2.1	-1.9	1	3	-2	-0.7	1	-0.5
3	CCc1ccc(-n2c(=O)c3ccc(C(=O)NCCc4ccccc4)cc3n(CC(N)=O)c2=O)cc1	0.2	-15	-0.2	-0.7	-1.7	6	-5	-2	-1.6	1	-0.1
4	Cc1ccccc1NS(=O)(=O)c1cc(C(=O)NCCC2=CCCCC2)ccc1Cl	-3.5	8	-1.4	-0.4	-1.8	2	2	-2	-2.2	-20	-1.3
5	CC(C)(C)c1ccc(CCC2OCC(C[N+]3(C)CCOCC3)O2)cc1 (centres undefined)	1.1	-1	0.0	-1.3	-0.8	4	-1	-1	-0.4	2	/
6	C#CCNC(=O)C1=C[C@@H](c2ccc(Br)cc2)C[C@@H](OCCCCO)O1	0.2	-5	-0.1	1.5	-1.8	2	0	1	-1.0	1	-0.3
7	Cc1cccc(NC(=O)COC(=O)c2cc(C)oc2C)c1	0.0	0	0.2	-0.2	-2.0	1	2	-2	-1.1	-5	-0.3
8	O=C1c2ccccc2NC(c2ccco2)N1/N=C/c1ccco1 (centres undefined)	9.2	-99	1.3	6.3	3.5	3	1	5	0.7	0	1.1
9	CCCCNC(=O)C1CC(=O)N(C2CCCCC2)C1 (centres undefined)	1.7	7	1.1	-0.9	0.1	-2	3	5	-1.5	-1	-0.2
10	NS(=O)(=O)c1ccc(NC(=O)NC2CC(=O)N(c3ccc4c(c3)OCCO4)C2)cc1 (centres undefined)	3.9	-1	1.4	-0.6	-0.7	-1	-1	3	-0.3	-4	-0.6
11	CCOc1ccc([N+](=O)[O-])cc1CNC1CCCCCCC1	3.5	-3	-0.4	-1.7	5.3	-2	-5	-1	-1.1	-5	1.3
12	O=C1/C(=C/c2ccco2)CCc2ccccc21	9.3	-95	0.9	2.9	6.2*	1	0	7	-0.5	-7	1.3
13	C=C(C)COc1ccc(-c2nc(N)ncc2-c2ccc(OC)c(OC)c2)c(O)c1	-3.3	5	-0.7	3.0	-4.3	-5	1	2	-1.5	-5	-0.6
14	O=C(CNC(=O)c1ccccc1)N/N=C/c1cn[nH]c1-c1ccccc1	-0.1	-12	-0.2	1.2	-1.1	-3	-2	-2	-0.6	1	0.0
15	CC1CCN(CCOCCSc2ccc(Cl)cc2)CC1	-2.8	1	-0.1	-1.8	0.9	0	-6	0	-1.4	-6	0.8
16	Cc1ccc(-c2nnc(SCC(=O)NC3CCCC3)n2N)cc1	-1.9	4	0.5	-1.1	0.5	6	2	-5	0.0	0	-1.1
17	CCOC(=O)c1cc2c(nc1NC(=S)Nc1ccccc1)CC(C)(CC)OC2 (centres undefined)	-0.1	-9	-0.5	2.3	-0.9	-3	-1	0	-1.0	8	0.8
18	COC(=O)[C@@]12C[C@@H](CC(=O)NCc3ccccc3)C(=O)N(Cc3ccccc3)C1=CCC(C)(C)C2	-0.1	-5	0.2	/	-1.4	-3	-1	-3	-0.9	-6	/
19	O=c1ccc2ccccc2o1	4.2	-3	0.4	0.0	-0.2	4	2	-4	-0.1	-6	0.1
20	COc1cccc(-n2c(SCC#N)nnc2-c2cnccn2)c1	0.2	2	-0.2	2.2	0.1	4	3	-2	-0.5	6	0.5
21	COc1ccc2c(CCNC(=O)c3ccc([N+](=O)[O-])cc3)c[nH]c2c1	0.2	1	-0.8	0.3	-1.3	-2	-6	-2	-1.7	-24	1.1
22	CC1(C(=O)O)CCCN(C(=O)c2ccc3c(c2)C(C)(C)CCC3(C)C)C1 (centres undefined)	-2.4	-12	0.4	0.9	0.0	3	0	-2	-1.5	6	/
23	Cc1cc(Br)cc(Cl)c1OC(=O)c1ccncc1	0.2	-12	0.2	-0.1	-0.6	6	-1	-1	-1.1	6	-1.2
24	Cc1cccc(OCC2Cn3c(nc4c3c(=O)[nH]c(=O)n4C)O2)c1 (centres undefined)	1.9	7	-0.1	0.7	-0.2	-1	-2	-1	-0.7	-2	0.5
25	CCOC(=O)C1CCN(C(=O)C2CCC(=O)N(CC3CCCCC3)C2)CC1 (centres undefined)	1.6	4	-1.4	0.7	1.3	3	-2	-1	-1.2	3	-0.8
26	Cn1c(=O)oc2cc(S(=O)(=O)N3CCCC(C(=O)N4CCc5ccccc5C4)C3)ccc21 (centres undefined)	-2.5	4	-0.3	-1.4	-2.8	1	-3	1	-2.0	-3	-0.9
27	Cc1csc(=Nc2ccccc2)n1Cc1ccco1	0.3	10	-0.5	1.3	-1.0	-2	-3	2	-1.0	9	2.0
28	O=[N+]([O-])c1ccc(/C=N/N/C(=N/c2ccccn2)c2ccccn2)cc1	6.7	3	0.2	1.8	3.3	-4	0	1	-1.3	16	1.0
29	NNC(=O)CNC(=O)Nc1n[nH]c(=S)s1	0.7	-37	0.1	/	1.8	2	1	-3	-1.1	9	/
30	Cc1cc(C)nc(N/N=C2/CCCC/C2=C\c2ccccc2)n1	1.1	6	-0.1	-4.9	-1.4	-2	-1	0	-1.4	3	0.1
31	N#CCCN1CCN(C2=NC(=O)C(=C3CCCCC3)S2)CC1	3.8	0	-0.1	-0.1	0.7	1	-3	2	-1.1	3	2.0
32	CN(C)S(=O)(=O)c1cccc(C(=O)Nc2ccc(N3CCOCC3)cc2)c1	2.9	-15	0.0	0.0	0.9	1	-4	-6	-1.3	25*	-1.9
33	Cc1ccc2c(c1)C(O)(CC(=O)c1ccc(C)s1)C(=O)N2 (centres undefined)	-3.1	-1	-0.1	-0.4	-0.4	2	-6	-1	-2.0	-3	0.9
34	O=C(Cn1cnc2scc(-c3cccc([N+](=O)[O-])c3)c2c1=O)NCc1ccco1	-1.1	5	-1.1	1.8	-0.9	-6	-8	0	-0.4	-1	-1.2
35	Nc1cc(N)nc(SCC(=O)N2CCCCC2)n1	1.6	2	0.4	0.3	0.3	1	6	-2	-0.5	3	1.2
36	CNNC(=S)Nc1cccc(C(F)(F)F)c1	3.8	6	0.1	0.9	-0.6	4	3	-4	-2.2	2	/
37	COc1ccc(C(=O)NC(=S)NNC(=O)Cc2cccs2)cc1	2.7	15	0.1	-1.4	2.3	1	2	-5	-1.3	6	0.7
38	O=C(NCCCN1CCCCCC1)c1cc2c(=O)oc3ccccc3c2s1	1.3	-45	0.3	-0.4	1.6	-12	-5	-3	-0.3	-18	-0.5
39	O=C(C1CCN(S(=O)(=O)c2ccc(Br)s2)CC1)N1CCCCC1	1.1	-6	-0.6	1.5	-2.8	-3	-1	0	-1.2	-7	0.4
40	CCOc1ccccc1-n1cnc2cc(C(=O)NCc3ccco3)ccc21	-1.9	0	0.3	2.1	-1.7	2	-6	1	-1.3	-6	-0.7
41	COc1ccc(OC)c(C(=O)c2ccc(C(=O)Nc3ccc(NC(C)=O)cc3)cc2)c1	-0.6	8	-0.2	-1.3	-0.6	-1	5	-3	-0.6	2	0.0
42	COc1ccccc1-c1nnc(NC(C)=O)s1	6.7	-15	0.9	2.3	2.6	3	-4	6	0.6	4	2.5
43	O=C(/C=C/c1ccccc1)c1c[nH]c2ccccc12	20*	0	3.1	12*	12*	-5	-6	6	3.8*	-7	4.3*
44	C=C(C)[C@@H]1CC2=C(OC)C(CC=C(C)C)(CC=C(C)C)C(=O)C(C(=O)c3ccccc3)=C2O1	-1.3	-3	-0.2	/	-1.6	-17	-15	2	-1.7	-7	/
45	CCn1c(-c2csc3ccccc23)n[nH]c1=S	-4.2	0	-0.2	-1.6	-2.8	-3	3	-2	-2.0	24*	-1.9
46	NC(=O)CCCSc1nc2ccccc2[nH]1	-0.4	6	-0.1	1.6	-0.2	1	-1	2	-0.5	5	0.5
47	COc1ccc(OC)c(S(=O)(=O)N2CCC(C(=O)NC3CCCCC3)CC2)c1	0.6	-5	0.0	1.1	-1.0	5	1	-1	-1.2	-3	-0.2
48	O=C(Cc1ccc([N+](=O)[O-])cc1)NCc1cccnc1	-0.7	-4	-0.5	1.6	0.8	6	2	-5	-1.6	8	-0.9
49	O=C(N/N=C/c1c[nH]c2ccccc12)c1ccc(Cl)cc1	7.2	-4	0.6	1.8	2.9	-1	-5	6	0.6	-7	2.1
50	Cn1c(SCc2cccc(C#N)c2)nc2ccccc2c1=O	-4.7	13	-0.7	1.1	-3.1	-13	4	-3	-1.2	3	-0.6

(listing goes on)
no.	canonical_smiles	hgDAF-12 ag	ADAM10 inh	DAX1 inh-1	FXN GAA850 act	hcDAF-12 act	NPR1 activator	NPR2 activator	SMARCA2 activ	ssDAF-12 act	HGIII-sPLA2 inh	DAX1 inh-2
51	COc1cc2sc3ccc(C#CC4(O)CCCCC4)cc3c(=O)c2cc1OC	6.8	-37	2.2	3.4	3.3	3	-7	7.8*	0.2	-6	2.6
52	CN(C(=O)COc1ccc(Cl)cc1Cl)C1(C)CCS(=O)(=O)C1 (centres undefined)	1.1	-13	0.2	0.8	-0.8	2	-5	-1	-0.8	2	-0.2
53	O=c1oc2cc(Br)ccc2n1Cc1ccccc1	2.0	4	-0.7	2.8	-1.9	-12	-8	0	-1.2	-4	0.9
54	O=C(CCN1C(=O)/C(=C/c2cccs2)SC1=S)Nc1ccc(O)cc1	3.1	10	-0.2	-1.3	-2.2	-5	0	-1	-1.4	-44	1.7
55	Fc1ccc(-c2nc3ccc(Cl)cn3c2Cc2ccsc2)cc1	8.6	-30	0.6	/	-1.4	1	5	-1	-0.9	-14	/
56	O=C(Nc1ccc(Cl)cc1)C1CCCN1S(=O)(=O)c1cccnc1 (centres undefined)	-0.8	0	-0.6	/	-1.2	2	-7	-3	-0.3	5	/
57	CCOC(=O)c1c(C)[nH]c(C)c1S(=O)(=O)N1CCN(c2ccc(F)cc2)CC1	1.7	2	1.5	2.7	-2.1	-6	-5	-2	-0.9	-3	-0.1
58	O=C(Nc1nncs1)c1ccc(S(=O)(=O)c2ccccc2)cc1	0.5	0	-0.3	-0.1	-0.9	4	2	-2	-1.2	-2	-1.6
59	Cn1c(SCC(=O)NCCc2ccccc2)nnc1C1CCCCC1	0.1	-8	-0.3	1.9	-1.2	3	-5	-2	-0.8	2	-0.1
60	COc1ccccc1C1=NOC(C)(c2sc(-c3ccccc3)nc2C)C1 (centres undefined)	0.6	-2	1.3	1.2	-0.6	0	5	2	-0.8	-3	0.4
61	O=C(O)CC(NC(=O)C12CC3CC(CC(C3)C1)C2)c1ccc(OC2CCCC2)cc1 (centres undefined)	-1.7	1	0.3	0.1	1.1	2	0	7	-0.3	-8	-0.3
62	CCc1ccc(C(c2c(C)nn(-c3ccccc3)c2N)c2c(C)nn(-c3ccccc3)c2N)cc1	-1.6	13	0.1	3.0	-1.6	8	3	2	-1.7	5	1.5
